# DYRK1A inh – blocks rat Dyrk1A kinase activity; ADP-Glo luminescence, NFATc1 peptide; inhibition, % at 12.5 µM; actives 0.43% (n = 310,000); AID 504441; in the data active = inhibition above about 50%;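 note: plate controls were vehicle with enzyme for no effect and no enzyme for full effect; many of its hits are not listed in these tables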
# GSK3 alpha inh – blocks human GSK-3 alpha kinase | P49840 | actives 0.1% (n = 320,000) | AID 2650 | inhibition, % at 10 µM | ADP-Glo luminescence, 60 min;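 in the data active = inhibition above about 50%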;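 note: GST-tagged GSK-3 alpha with peptide substrate and 25 µM ATP; 0% = DMSO neutral wells and 100% = GW8510 positive control wells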
# Target sequence (P49840 whole entry, looked up): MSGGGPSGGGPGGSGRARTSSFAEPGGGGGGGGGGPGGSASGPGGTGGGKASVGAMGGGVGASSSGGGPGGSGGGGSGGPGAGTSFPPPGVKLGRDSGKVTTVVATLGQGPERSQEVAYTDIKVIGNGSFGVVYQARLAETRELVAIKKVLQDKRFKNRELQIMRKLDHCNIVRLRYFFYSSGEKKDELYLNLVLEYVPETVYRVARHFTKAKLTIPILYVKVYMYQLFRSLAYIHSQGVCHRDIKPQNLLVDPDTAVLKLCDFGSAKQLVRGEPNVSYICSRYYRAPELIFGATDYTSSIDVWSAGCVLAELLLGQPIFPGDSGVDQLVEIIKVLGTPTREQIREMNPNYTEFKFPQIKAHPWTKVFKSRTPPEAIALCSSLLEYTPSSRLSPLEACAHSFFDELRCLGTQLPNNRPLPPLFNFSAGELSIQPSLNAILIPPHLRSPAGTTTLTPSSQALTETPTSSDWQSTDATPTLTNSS
# KCNK3 block – human KCNK3 channel inhibition, primary screen. B-score at 10 µM. actives 0.84% (n = 340,000). AID 602410. O14649. CHO-KCNK3 thallium flux, FluxOR fluorescence; hits give low values;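 active = B-score under library mean minus 4 SD, starting fluorescence ratio at most library mean plus 5 SD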;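 note: more negative B-score means stronger inhibition of thallium flux through KCNK3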
# Target sequence (O14649 whole entry, looked up): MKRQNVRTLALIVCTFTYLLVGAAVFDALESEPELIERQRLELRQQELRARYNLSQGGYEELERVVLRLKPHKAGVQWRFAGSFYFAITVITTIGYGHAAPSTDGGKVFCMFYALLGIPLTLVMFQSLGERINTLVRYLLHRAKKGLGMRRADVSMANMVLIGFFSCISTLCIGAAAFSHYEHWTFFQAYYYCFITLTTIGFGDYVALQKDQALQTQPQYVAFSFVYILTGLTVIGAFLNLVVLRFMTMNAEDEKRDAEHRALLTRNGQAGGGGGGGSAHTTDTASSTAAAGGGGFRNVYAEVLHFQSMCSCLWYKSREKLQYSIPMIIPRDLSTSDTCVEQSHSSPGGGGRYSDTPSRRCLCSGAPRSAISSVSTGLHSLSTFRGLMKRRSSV
# Active calls of the source: *; i = inactive.
# Start of the data: the first 2 compounds (preview)
SMILES,DYRK1A inh,GSK3 alpha inh,KCNK3 block
COc1ccccc1CNC(=O)COC(=O)CC1CC2CCC1C2 (stereo not given),-2.7,-3.0,i
O=C(CN1CSCC1=O)N1CCN(S(=O)(=O)c2cccc(F)c2)CC1,1.2,1.1,i

# The list itself, from the start:
SMILES,DYRK1A inh,GSK3 alpha inh,KCNK3 block
COc1ccccc1CNC(=O)COC(=O)CC1CC2CCC1C2 (stereo not given),-2.7,-3.0,i
O=C(CN1CSCC1=O)N1CCN(S(=O)(=O)c2cccc(F)c2)CC1,1.2,1.1,i
CCOC(=O)C1=C(COC(=O)CC(C)c2ccccc2)NC(=O)NC1C (stereo not given),-1.6,-2.0,i
COC(=O)c1cc2nc(-c3ccc(OC)c(OC)c3)cc(C(F)(F)F)n2n1,-3.9,0.0,i
Cn1nnnc1SCC(=O)NCC(=O)c1ccccc1,3.5,-0.5,i
COc1cccc2c1oc1c(SCc3nc4ccccc4[nH]3)nc(C)nc12,-5.0,-2.3,i
COc1ccc(Cl)cc1C(=O)CSc1nnnn1C1CCCC1,-1.6,1.5,i
O=S(=O)(Nc1ncnc2sc3c(c12)CCC3)c1ccc2ccccc2c1,12.6,-1.4,i
O=C(O)c1ccn(CSc2cc(Cl)ccc2Cl)n1,-0.7,-1.9,i
Cc1ccc(OCC(=O)Nc2ccc(Cl)cc2)c([N+](=O)[O-])n1,-6.6,-1.5,i
COCCn1cnnc1SCC(=O)Nc1sc2c(c1C#N)CCC2,0.2,-1.7,i
O=C(Cn1c(CO)nc2ccccc21)Nc1ccc2c(c1)OCCCO2,-6.5,-2.2,i
C[C@H]1COC(=O)[C@H](Cc2ccc(F)cc2)C/C=C\C[C@H](CC(=O)NCCO)C(=O)N1,-1.7,-2.0,i
FC(F)(F)c1cccc(N/N=C/c2ccccc2)c1,-2.5,-3.9,i
O=C1C=C(c2ccc3ccccc3c2)C[C@@H](c2ccc(Cl)cc2)C1,-4.0,-0.5,i
CN(c1ccc(F)cc1)S(=O)(=O)c1ccc2[nH]cc(C(=O)O)c(=O)c2c1,2.6,0.1,i
CCc1ccc(C(=O)CSc2nnc(C3CC3)n2C2CC2)cc1,1.2,-1.0,i
C[C@@H]1CN([C@@H](C)CO)C(=O)c2cc(N(C)C)ccc2O[C@@H]1CN(C)S(C)(=O)=O,14.5,-1.8,i
COC(=O)[C@]1(C)CCC[C@@]2(C)C3CC[C@]4(OC(C)=O)C[C@@]3(CCC21)CC4=O (stereo not given in full),16.2,3.8,i
C[C@@]12C(=O)Nc3cc(F)ccc3C(=O)N1[C@H]1c3ccccc3OC[C@@H]1[C@@H]2c1ccccc1,-0.9,0.3,i
O=C(O)c1cc(S(=O)(=O)Nc2ccc3cn[nH]c3c2)ccc1Cl,7.6,0.1,i
COc1ccc(NC(=O)c2cc(C3CC3)nc3c2cnn3C(C)C)cc1OC,6.1,-4.5,i
COc1cc(OC)cc(-c2c(-c3cccs3)c3cc(-c4ccc5c(c4)OCO5)ccc3n2C)c1,0.0,-1.0,i
Cc1cc(/C=C\c2ccc3cc(N(C)C)ccc3[n+]2C)c(C)n1-c1ccccc1,-4.3,4.2,-10.8*
O=C(N[C@@H]1C/C=C\C[C@H](CC(=O)N(CCO)Cc2ccccc2)C(=O)N[C@@H](Cc2ccccc2)COC1=O)OCC1c2ccccc2-c2ccccc21,-8.2,-0.5,i
COc1cc(CC(=O)OCC(=O)N(C)C2CCCCC2)cc(OC)c1OC,2.5,3.7,i
CN(C(=O)CSc1nnc(C2CC2)n1C1CC1)C1(C#N)CCCCC1,-2.4,-0.2,i
COc1ccc(NC(=S)NC(NC(=O)c2cccc(C)c2)C(Cl)(Cl)Cl)c([N+](=O)[O-])c1 (stereo not given),7.5,8.0,i
CCCCn1c(N)c(NCCC(C)C)c(=O)[nH]c1=O,-3.4,2.0,i
C[C@H](CO)N1C[C@H](C)[C@@H](CN(C)S(=O)(=O)c2ccc(F)cc2)Oc2ccc(NC(=O)Cc3cn(C)c4ccccc34)cc2C1=O,4.0,-4.1,i
CCCCc1nc2n[nH]c(N)c2c2c1CCC2,6.7,-4.1,i
CC(=O)Nc1c(I)c(C(=O)N[C@H]2C(O)O[C@H](CO)[C@@H](O)[C@@H]2O)c(I)c(N(C)C(C)=O)c1I (stereo not given in full),7.1,0.0,i
Cc1ccccc1C(=O)NNC(=O)C1CC(=O)N(c2ccc3c(c2)OCCO3)C1 (stereo not given),-2.9,-4.4,i
O=C(C[n+]1ccccc1)N/N=C/c1ccc(Cl)cc1,-0.9,-0.2,i
CC(C)NC(=O)N(C)C[C@H]1Oc2c(NC(=O)Nc3ccccc3)cccc2C(=O)N([C@H](C)CO)C[C@@H]1C,0.5,5.1,i
CCCCC(NC(=O)c1ccc(C#N)cc1)C(=O)NCCC (stereo not given),6.8,-0.2,i
COc1ccc(CCN(Cc2cccs2)S(=O)(=O)c2ccc(-n3cnnn3)cc2)cc1OC,26.4,1.5,i
Cc1ccc(S(=O)(=O)/N=C2/NC(=O)/C(=C\c3ccco3)S2)cc1,7.8,-7.0,i
Cc1ccc(C(=O)OCC(=O)NCc2ccc(F)cc2)o1,3.6,-3.0,i
CC1(c2ccc(OC(F)F)cc2)NC(=O)N(CC(=O)N2c3ccccc3NC(=O)C2(C)C)C1=O (stereo not given),-0.6,-0.5,i
Cn1c(=O)oc2cc(S(=O)(=O)NC(Cc3ccccc3)C(=O)N3CCCCC3)ccc21 (stereo not given),0.3,-1.0,i
CCOC(=O)c1c(C)[nH]c(NC(=O)NNC(=O)c2ccccc2Cl)c1C,-1.7,-2.5,i
O=C(Nc1ccccc1N1CCOCC1)c1cc(=O)[nH]c2ccccc12,-6.9,0.9,i
COc1cc(OC)cc(-n2nc(C(=O)NCCCN3CCOCC3)c3ccccc3c2=O)c1,1.4,0.3,i
Cc1cc2n(n1)C(c1ccccc1)CC(c1ccc(Br)cc1)=N2 (stereo not given),1.0,-2.3,i
CNS(=O)(=O)c1cccc(C(=O)OCC(=O)N2CCN(C(=O)c3ccco3)CC2)c1,1.5,0.4,i
Cc1cccc(S(=O)(=O)N2CCn3cccc3C2C)c1 (stereo not given),-1.5,-1.5,i
C=CCC[C@@H](Cc1ccc(F)cc1)C(=O)OC[C@@H](NC(=O)[C@@H](CC=C)CC(=O)N[C@H](CO)Cc1ccccc1)C(C)(C)C,10.0,-1.1,i
CCN(c1ccccc1)S(=O)(=O)c1cc(NC(=O)C2CC2)ccc1Cl,0.4,-1.8,i
Cc1nn(Cc2ccccc2)c(N)c1-c1ccccc1,4.1,0.9,i

# The results go on:
SMILES,DYRK1A inh,GSK3 alpha inh,KCNK3 block
COc1ccc(S(=O)(=O)Nc2cccc3c2O[C@H](CN(C)C(=O)Nc2c(C)noc2C)[C@@H](C)CN([C@H](C)CO)C3=O)cc1,-7.1,-1.3,i
CC(C)(O)CC[C@@H](O)[C@](C)(O)C1CC[C@@]2(O)C3=CC(=O)[C@]4(O)C[C@@H](O)[C@@H](O)C[C@]4(C)C3CC[C@]12C (stereo not given in full),-2.8,-5.6,i
C=C[C@H](Cc1ccccc1)N(Cc1ccccc1)S(=O)(=O)N(Cc1ccccc1)[C@H](C=C)Cc1ccccc1,-8.8,-1.5,i
CSc1ccccc1C(=O)OCC(=O)Nc1cccnc1Cl,4.9,-6.8,i
O=C(NC1(Cc2ccccc2)CCN(CCc2cccs2)C1=O)c1ccccc1 (stereo not given),6.3,-0.6,i
COc1ccccc1CCC(=O)N1CCN(S(=O)(=O)c2cc(C(F)(F)F)ccc2Cl)CC1,3.9,4.5,i
COCCOc1ccc(C(F)(F)F)cc1NC(=O)CN1C(=O)NC2(CCCc3ccccc32)C1=O (stereo not given),8.0,3.2,i
CC(C)N(Cc1ccccc1)C(=O)CN1C(=O)NC2(CCOc3ccccc32)C1=O (stereo not given),2.9,-0.3,i
C[C@H](CO)N1C[C@H](C)[C@@H](CN(C)S(=O)(=O)c2ccccc2)Oc2ccc(NS(=O)(=O)c3cccs3)cc2C1=O,-1.3,-1.5,i
O=C(CN1C(=O)NC2(CCc3ccccc32)C1=O)Nc1ccccc1OC(F)F (stereo not given),1.6,6.8,i
CCn1c(Cc2ccc(OC)cc2)nnc1SCC(=O)Nc1cccc(C(=O)OC)c1,3.1,0.5,i
O=C(Cc1ccccc1)OCC(=O)c1cccc([N+](=O)[O-])c1,5.6,-6.7,i
C=CCC[C@@H](Cc1ccc(F)cc1)C(=O)OC[C@H](Cc1c[nH]c2ccccc12)NC(=O)[C@@H](CC=C)CC(=O)N[C@@H](CO)Cc1ccccc1,-1.7,-1.3,i
COc1ccc(-n2c(Cn3c(=O)sc4ccccc43)nnc2SCC(=O)N2CCCCC2)cc1,5.3,-1.4,i
Cc1ccc(S(=O)(=O)N(C)c2ccc(OC(=O)COc3ccccc3)cc2)cc1,0.6,1.0,i
COc1cc(OC)cc(C(=O)OCC(=O)NC(c2ccccc2)c2ccccc2)c1,-3.8,-4.8,i
O=C(COc1cccnc1[N+](=O)[O-])Nc1ccc(F)cc1,2.1,-0.9,i
CC1=C(/C=C/C(C)=C/C=C/C(C)=C/C(=O)Nc2ccc(O)cc2)C(C)(C)CCC1,1.2,-2.8,i
O=C1NC[C@H](c2ccccc2)OC(=O)[C@@H](Cc2ccc(F)cc2)CC/C=C/C[C@@H]1CC(=O)N(CCO)Cc1ccccc1,-8.6,-1.0,i
C=CC[C@@H](CC(=O)N(CCO)Cc1ccccc1)C(=O)NC[C@H](OC(=O)[C@@H](CC=C)Cc1ccc(F)cc1)c1ccccc1,-2.4,-1.9,i
Cc1ccc(S(=O)(=O)NC(=O)COc2ccccc2C)cc1,2.5,-2.8,i
CCC(CO)Oc1cc(NC(=O)c2ccc(N)cc2)c2ncn(C(C)C)c2c1 (stereo not given),3.8,1.8,i
COCCn1c(-c2ccc(OC(F)(F)C(F)C(F)(F)F)cc2)nc2c1c(=O)[nH]c(=O)n2CC(C)C (stereo not given),-6.7,-0.2,i
CN(C)c1ccc(C#Cc2ccc3cc(CCCO)oc(=O)c3c2)cc1,8.1,-0.2,i
O=C(OCC(=O)N(Cc1ccccc1)Cc1ccccc1)c1cccc(O)c1,-5.4,-1.5,i
Cc1cccc(CCN2C(N(C)C)=NC[C@@H]2Cc2ccccc2)c1,8.1,2.3,i
C[C@H](CO)N1C[C@H](C)[C@@H](CN(C)C(=O)Nc2ccc(C(F)(F)F)cc2)Oc2ccc(NS(=O)(=O)c3ccc(F)cc3)cc2C1=O,16.6,-0.4,i
O=C(NC[C@@H]1CCCO1)c1cccc2c1C(=O)c1ccc(N3CCOCC3)cc1S2(=O)=O,4.4,-0.8,i
O=C(O)c1cccc(Nc2nc3ccccc3nc2NS(=O)(=O)c2ccccc2)c1,-3.7,-11.4,i
Cc1noc(C)c1NC(=O)N(C)C[C@H]1Oc2ccc(NC(=O)Cc3ccccc3)cc2C(=O)N([C@H](C)CO)C[C@@H]1C,6.7,-1.0,i
Cc1[nH]c2ccc(C(=O)OCC(=O)Nc3cccc(S(N)(=O)=O)c3)cc2c1C,-1.5,-1.3,i
CC(C)(C)C1C/C(=C/c2ccco2)C(=O)/C(=C/c2ccco2)C1 (stereo not given),-3.4,-4.0,i
O=C(COC(=O)/C=C/c1cccc(C(F)(F)F)c1)Nc1ccc(Cl)cn1,3.5,-1.1,i
COc1cc2nc(/C=C/c3cc(OC)c(OC)c(OC)c3)sc2cc1SC,-4.1,-0.1,i
O=C(COC(=O)c1ccc(Cl)cc1)NCC1CCCCC1,-6.3,6.3,i
Cc1ccc(NC(=O)CCNC(=O)c2ccccc2Cl)cc1S(=O)(=O)N1CCCCCC1,-2.2,-3.5,i
COc1ccc(-c2[nH]c(-c3cccc(OC)c3)nc2SCC(=O)NCc2ccco2)cc1,5.3,-0.5,i
COc1cc([C@@H]2CC=C(C(=O)O)[C@H](c3ccc(Cl)cc3)N2S(=O)(=O)c2ccc(C)cc2)cc(OC)c1OC,-4.6,-2.9,i
CCOc1ccc(C(=O)NCC(=O)OCc2nnc(-c3ccccc3)o2)cc1OCC,2.8,-3.2,i
COC(=O)c1ccc(CNC(=O)COC(=O)c2cc(Cl)ccc2O)cc1,-4.4,1.1,i
O=S(=O)(c1ccc(Cl)cc1)N1CCCC(c2nc(-c3ccc(F)cc3)no2)C1 (stereo not given),4.3,0.6,i
COc1cccc(-c2sc3ccc(OC)cc3c2-c2ccc(O)cc2)c1,7.8,-1.9,i
CC(C)(C)[C@@H]1COC(=O)[C@H](Cc2ccc(F)cc2)C/C=C\C[C@@H](CC(=O)N(CCO)Cc2ccccc2)C(=O)N1,-4.7,1.5,i
CN(C)c1ccc(S(=O)(=O)NCC(=O)NCCC2=CCCCC2)cc1[N+](=O)[O-],4.0,-27.0,i
C[C@@H](OC(=O)N1CCCCC1)[C@H]1O[C@]2(C)CCCC[C@H]1O2,5.7,-2.9,i
C#CCOCCOCCOCCNc1nc(N2CCN(C(=O)CCCCCCCCCCNC(=O)[C@H](CCCCN)n3cc(C[C@@H](C)CC)nn3)CC2)nc(N2CCN(C(=O)CCCCCCCCCCNC(=O)[C@H](CCCN=C(N)N)n3cc(C[C@@H](C)CC)nn3)CC2)n1,27.2,13.5,i
CC1c2cccn2CCN1S(=O)(=O)c1ccccc1 (stereo not given),4.4,-0.4,i

# An excerpt; rates above refer to the full screens.
